# High-throughput results from PubChem BioAssay.
# ARNT-TACC3 inh – disruptors of ARNT/TACC3 protein interaction, primary screen, biochemical, AlphaScreen, single concentration | AlphaScreen His-ARNT PAS-B/GST-TACC3 binding, luminescence; TACC3 fragment carries E629A point mutation | inhibition, % at 9.99 µM | 0.66% of 390,000 active;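 active means mean inhibition of replicates at least 50% and at least half of replicates each reaching 50%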;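 further: 0% = complete ARNT plus TACC3 wells and 100% = ARNT alone without TACC3; many hits fall short of the cut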
# The depositor's hits bear a star.
SMILES,ARNT-TACC3 inh
COc1cc(NC(=O)C2CCCO2)c(OC)cc1NC(=O)c1ccccc1 (stereo unspecified),-4
Nc1nc(CSc2nc3ccccc3[nH]2)nc(N2CCOCC2)n1,-2
Cc1ccccc1NC(=O)c1cccc(Cn2cc(Br)c([N+](=O)[O-])n2)c1,0
Cc1onc(-c2ccccc2)c1C(=O)OCC(=O)Nc1ccc2c(c1)OCO2,2
CC(=O)NC(Cc1c[nH]c2ccccc12)C(=O)OCC(=O)Nc1ccc2c(c1)OCO2 (stereo unspecified),-7
COC(=O)c1cc(OC)c(OC)cc1NC(=O)C1CCC(=O)N1S(=O)(=O)c1ccc(C)cc1 (stereo unspecified),-2
CCCNC(=O)COC(=O)c1ccc(S(=O)(=O)N2CCCCCC2)cc1,0
NNc1nc(NCc2ccccc2)nc(N2CCOCC2)n1,14
CC1CN(S(=O)(=O)c2ccc(-c3nc4ccccc4s3)cc2)CC(C)O1 (stereo unspecified),-3
O=C(NC(=S)Nc1cc(Cl)ccc1N1CCOCC1)c1ccc(-c2cccc(Cl)c2)o1,-18
CCN(c1ccccc1)S(=O)(=O)c1cc(C(=O)O)ccc1C,-4
COC(=O)COc1cccc(-n2cnnn2)c1,1
O=C(NN=C1CCCCCC1)c1cc(-c2ccccc2)nc2ccccc12,-7
O=C(CN(c1ccc(Cl)c(Cl)c1)S(=O)(=O)c1ccccc1)N1CCc2ccccc2C1,-5
CCCCn1c(N)c(N(CC(C)C)C(=O)CN(C)Cc2cccc(OC)c2)c(=O)[nH]c1=O,2
Oc1ccc(-c2onc3ccc(Cl)cc23)cc1,0
CCOc1ccc(CCNC(=O)COC(=O)c2ccco2)cc1OCC,-35
Cc1ccc(C(=O)Nc2ncc3c(n2)CC(c2ccco2)CC3=O)cc1 (stereo unspecified),-3
CC(C)Oc1ccc(C(=O)N(CN2CCCC2=O)c2ccc(F)cc2)cc1,-25
O=C(CC(c1ccccc1)C1CCCCC1=O)c1ccco1 (stereo unspecified),-1
CCOC(=O)C1=C(C)N(C)C(=S)NC1c1ccccc1Cl (stereo unspecified),2
CC1=C(C(=O)O)N2C(=O)C(NC(=O)c3ccn(C)n3)C2SC1 (stereo unspecified),3
C#CCOCCOCCOCCNc1nc(N2CCN(C(=O)[C@H](CCCCN)n3cc(CCCC)nn3)CC2)nc(N2CCN(C(=O)[C@H](Cc3ccc(O)cc3)n3cc(CCO)nn3)CC2)n1,9
Cn1c(=O)n(Cc2ccccc2)c(=O)c2c1nc1n2CCS1,3
Brc1ccc(-c2nnc3c4ccccc4nc(N4CCOCC4)n23)cc1,9
O=C(Oc1cccc2cccnc12)c1ccco1,54*
CCOC(=O)c1c(N)sc2c(O)c(Br)ccc12,3
CSc1nc(NC(C)=O)nc(C)c1Br,-5
CC(C)=C1C2CC2C2C(C(=O)O)C12 (stereo unspecified),-6
O=C(COc1ccc(Cl)cc1)NCCCn1ccnc1,47*
COCCNC(=O)c1cn(Cc2c(F)cccc2Cl)nn1,-4
Cc1ccc(NC(=O)CSCC(=O)Nc2ncc3c(n2)CC(c2ccco2)CC3=O)cc1 (stereo unspecified),-5
CCC(Sc1nc2n[nH]c(C)c2c(=N)n1-c1ccc(C)c(Cl)c1)C(=O)N1CCOCC1 (stereo unspecified),-4
CCn1c(Cn2nnc(-c3ccccc3)n2)nnc1SCC(=O)Nc1cccc(C)c1C,1
O=C1CC(N2CCN(c3nc4ccccc4s3)CC2)C(=O)N1c1ccc(F)cc1 (stereo unspecified),10
N#Cc1c(SCC(N)=O)nsc1SCc1ccc(Cl)cc1,-1
O=C(NCCNC(=O)c1ccc(Br)o1)c1ccc(Br)o1,27
CCOC(=O)C(Cc1ccccc1)C(=O)Nc1nccs1 (stereo unspecified),-4
CCN1CCN(C(=O)CN(c2ccc(C)cc2)S(C)(=O)=O)CC1,-1
CS(=O)(=O)N(CC(=O)NCc1ccncc1)Cc1ccc(Cl)cc1,26
O=C(CN(Cc1ccco1)S(=O)(=O)c1ccccc1)N/N=C/c1cccc(O)c1,15
Cc1cc(C)cc(OC(C)C(=O)Nc2ccc(S(=O)(=O)Nc3cc(C)nc(C)n3)cc2)c1 (stereo unspecified),0
CC/C(C)=C1\SC(N2CCN(C(C)=O)CC2)=NC1=O,-9
CCOC(=O)C1=C(C)N=c2s/c(=C\C(=O)OC)c(=O)n2C1c1ccc(OC)cc1 (stereo unspecified),-4
CCCCSc1nc2c(=O)[nH][nH]c(=O)c2n1Cc1ccccc1,-3
O=C(CSc1nn(-c2ccc(Cl)cc2)c(=S)s1)N1CCN(C(=O)c2ccco2)CC1,27
COC(=O)CNC(=O)C(Cc1c[nH]c2ccccc12)NC(=O)OC(C)(C)C (stereo unspecified),-10
Cc1ccc2nc(/C(C#N)=C\c3ccc([N+](=O)[O-])o3)[nH]c2c1,-12
CC(C)C(=O)Nc1sc2c(c1-c1nc3ccccc3[nH]1)CCCC2,-5
COC(=O)c1ccc(OC)c(CSc2nnc(COc3ccc(Cl)cc3)o2)c1,-3
COC(=O)c1sc(NC(=O)COc2ccccc2OC)nc1C,3
COC(=O)c1sc2cnccc2c1N,1
O=C(NCCCCC(NC(=O)c1ccc([N+](=O)[O-])cc1)C(=O)O)c1ccc([N+](=O)[O-])cc1 (stereo unspecified),-1
Cc1cc(-c2ccccc2)nc2[nH]n(-c3ccccc3)c(=O)c12,26
NC(=O)CSc1nc2sc(-c3ccccc3)cc2c(=O)n1N,-3
Cc1ccc(OCC(=O)Nc2ccc(O)c(-c3nc4ccccc4o3)c2)cc1,0
CC(=O)c1sc2ccccc2c1OC(=O)c1ccco1,-4
COc1ccc(OC)c(C(=O)Cn2nnc3ccccc3c2=O)c1,-1
CCOC(=O)N1CCC(N2CC34C=CC(O3)C(C(=O)Nc3ccc(F)cc3)C4C2=O)CC1 (stereo unspecified),3
O=C(Nc1ccc(F)cc1F)c1cc2n(n1)C(C(F)(F)F)C1CCCCC1N2 (stereo unspecified),1

# Some of the entries so far, as labelled records.
> Cc1ccc(OCC(=O)Nc2ccc(O)c(-c3nc4ccccc4o3)c2)cc1
  ARNT-TACC3 inh: 0

> CC(=O)c1sc2ccccc2c1OC(=O)c1ccco1
  ARNT-TACC3 inh: -4

> COc1ccc(OC)c(C(=O)Cn2nnc3ccccc3c2=O)c1
  ARNT-TACC3 inh: -1

> CCOC(=O)N1CCC(N2CC34C=CC(O3)C(C(=O)Nc3ccc(F)cc3)C4C2=O)CC1 (stereo unspecified)
  ARNT-TACC3 inh: 3

# Following part
SMILES,ARNT-TACC3 inh
CCOc1cc(/C=C2/C(=O)ON=C2C)ccc1OCc1ccc(F)cc1,-6
O=C(CCSc1ccc(Cl)cc1)N1CCCCCC1,-8
O=C(c1ccccc1-c1ccccc1)N1CCN(c2ccccn2)CC1,0
O=C1/C(=C\c2ccc(Br)o2)SC(=Nc2ccccc2)N1c1ccccc1,1
COc1ccc(S(=O)(=O)N[C@@H](CC(C)C)C(=O)O)cc1,2
Cc1ccc(/C=N/NC(=O)c2cc3c(ccc4ccccc43)o2)cc1[N+](=O)[O-],-24
COC(=O)CSc1nnc(C)n1-c1cccc(OC)c1,-1
CCN1CCN(c2c(Cl)cccc2NC(=O)c2ccco2)CC1,4
CCOC(=O)c1[nH]c2cc(OC)c(OC)cc2c1NC(=O)c1ccc2c(c1)OCO2,-8
CCN(CC)c1c([N+](=O)[O-])ncn1C,-2
Cc1cccc2cc(/C=N/NC(=O)CN3CCOCC3)c(Cl)nc12,-2
COC(=O)C(C)N(C(=O)c1ccc(C(=O)c2ccccc2)cc1)c1c(C)cccc1C (stereo unspecified),4
COc1ccc(CCN=CC2=C(O)CCCC2=O)cc1OC,-8
O=C(CSc1nc2ccccc2s1)Nc1nccs1,0
COC(=O)c1cn(-c2ccccc2)nc1-c1ccncc1,22
Cc1ccc(S(=O)(=O)Nc2nc3ccccc3nc2NCc2ccco2)cc1,10
CCC(C)N(CC(=O)NCc1ccc(OC)cc1)C(=O)c1csnn1 (stereo unspecified),-2
CCOC(=O)N1CCC(NS(=O)(=O)c2ccc3c(c2)CCN3C(C)=O)CC1,-3
Cc1cc(C)c2cc(C#N)c(NCCOC(=O)c3ccccc3C)nc2c1,4
Cc1cc(NC(=O)CSc2cn(CCNC(=O)c3ccccc3)c3ccccc23)no1,-1

# Quoted at random: seven entries already listed, in no set order.
SMILES,ARNT-TACC3 inh
COc1ccc(S(=O)(=O)N[C@@H](CC(C)C)C(=O)O)cc1,2
Cc1ccc(NC(=O)CSCC(=O)Nc2ncc3c(n2)CC(c2ccco2)CC3=O)cc1 (stereo unspecified),-5
O=C(c1ccccc1-c1ccccc1)N1CCN(c2ccccn2)CC1,0
CS(=O)(=O)N(CC(=O)NCc1ccncc1)Cc1ccc(Cl)cc1,26
COc1cc(NC(=O)C2CCCO2)c(OC)cc1NC(=O)c1ccccc1 (stereo unspecified),-4
COC(=O)CSc1nnc(C)n1-c1cccc(OC)c1,-1
COCCNC(=O)c1cn(Cc2c(F)cccc2Cl)nn1,-4

# New compounds follow.
SMILES,ARNT-TACC3 inh
CCC1(CC)C(=O)NC(=O)NC1=Nc1cccc(OC)c1,-8
O=c1oc2ccccc2c2nccnc12,5
COC(=O)c1cc(Br)c(=O)n(Cc2ccc(OC)c(OC)c2)c1,-3
O=C1c2ccccc2C(=O)N1CCc1nc2ccccc2c(=O)n1-c1ccccn1,-4
Cc1cc(NC(=O)c2c(F)cccc2F)n(-c2nc3ccccc3[nH]2)n1,14
C=CCn1c(C(C)NC(=O)c2ccccc2)n[nH]c1=S (stereo unspecified),-29
CC(C)Cn1nc(NC(=O)C2CCCO2)c2cc3ccccc3nc21 (stereo unspecified),-80
COc1ccc2nc(NCCO)[nH]c2c1,-12
CC(=NC1CC1)c1c(-c2ccccc2)[nH]n(-c2nc3ccccc3s2)c1=O,0
Cn1c(SCC(=O)Nc2cccc(F)c2)nnc1-c1cc2ccccc2o1,-6
COc1cc2cc(CN(CCO)C(=O)c3cccs3)c(=O)[nH]c2cc1OC,-2
CC1CCN(S(=O)(=O)c2ccc(F)c(C(=O)O)c2)CC1,-3
O=C(COc1ccc(Cl)cc1)Nc1ncccn1,-4
CC(C(=O)O)C1SC(=O)NC1=O (stereo unspecified),-8
CCc1ccccc1NC(=S)N(CCN(C)C)C(C)c1ccccn1 (stereo unspecified),38
O=C(NCCN1CCOCC1)c1ccc([N+](=O)[O-])cc1[N+](=O)[O-],-4
COc1cc(C2C(C#N)=C(N)Oc3cc(O)ccc32)cc(OC)c1OC (stereo unspecified),6
CCC1OC23CCCCC2C(C#N)(C(=N)O3)C1(C#N)C#N (stereo unspecified),5
Cn1c(-n2c(-c3ccco3)nc3ccccc3c2=O)nc2ccccc21,7
COc1ccc(C(=O)Nc2ccccc2-c2nnn(CC(=O)Nc3ccc4c(c3)OCCO4)n2)cc1,-35

# 5 neighbouring records already listed, quoted:
SMILES,ARNT-TACC3 inh
CCN1CCN(c2c(Cl)cccc2NC(=O)c2ccco2)CC1,4
CCOC(=O)c1[nH]c2cc(OC)c(OC)cc2c1NC(=O)c1ccc2c(c1)OCO2,-8
CCN(CC)c1c([N+](=O)[O-])ncn1C,-2
Cc1cccc2cc(/C=N/NC(=O)CN3CCOCC3)c(Cl)nc12,-2
COC(=O)C(C)N(C(=O)c1ccc(C(=O)c2ccccc2)cc1)c1c(C)cccc1C (stereo unspecified),4

# Continued.
SMILES,ARNT-TACC3 inh
CCOC(=O)N1CCN(c2ncnc3c2oc2nc(C(C)C)c4c(c23)CCC4)CC1,-4
Cc1ccc(OC(=O)c2ccccc2C(=O)OCC(F)(F)C(F)F)cc1,-5
CCOC(=O)/C(=N\Nc1ccc(Br)cc1)N1CC(C)OC(C)C1 (stereo unspecified),1
CC(=O)n1c2ccccc2c2nc(NC(C)C)sc21,-3
CNC(=O)c1ccccc1S(=O)(=O)c1ccccc1C#N,-13
C#CC(C)(CC)NC(=O)c1cc(OC)c(OC)c(OC)c1 (stereo unspecified),7
CCOCCCn1c(SCC(=O)NC(C)(C)C)nc2ccccc2c1=O,-1
Cc1cc(C)n(Cc2ccc(NC(=O)c3ccc(COc4ccccc4Br)cc3)cc2)n1,-6
Cc1cccc(C)c1NC(=O)c1ccc(-n2cncn2)nc1,-4
CCC1CCCCN1C(=O)c1nn2cccnc2c1Cl (stereo unspecified),33
CC(C)(C)c1cn(-c2ccccc2)c(=S)[nH]1,10
N#Cc1c(N)sc(=S)c2c1CCCC2,23
Cc1occc1C(=O)NCCc1ccc(Cl)cc1,-2
CN(c1ccccc1)S(=O)(=O)c1ccc(NC(=S)NC(=O)c2ccccc2)cc1,-2
O=C1C2C3C=CC(C3)C2C(=O)N1c1ccc(-c2nc3ccccc3o2)cc1 (stereo unspecified),0
O=C(NC1CC2CCCC(C1)N2C(=O)NCc1ccccc1)C1CC1 (stereo unspecified),-2
CCOC(=O)CSc1nc2c(c(=O)n(Cc3ccccc3Cl)c(=O)n2C)n1C,1
Cc1[nH]n(-c2ccccc2)c(=O)c1N=Nc1c(Cl)cccc1Cl,-2
CCN(CC)CCOC(=O)c1cccc(Cl)c1,-1
Cc1ccc(C(=O)Nc2nccc(-c3cccs3)n2)cc1,4
CC(C)(C)S(=O)(=O)c1cnc2c(-c3ccc(F)cc3)cnn2c1N,-10
Cc1nn(-c2ccc(F)cc2)c2sc(C(=O)OCC(=O)N3CCC(C)CC3)cc12,-1
COc1ccc2sc(NC(C)=O)nc2c1,20

# Records listed above printed as active in ARNT-TACC3 inh:
SMILES,ARNT-TACC3 inh
O=C(Oc1cccc2cccnc12)c1ccco1,54*
O=C(COc1ccc(Cl)cc1)NCCCn1ccnc1,47*

# Only part of the results is shown; rates above refer to the full screens.
